Assay outcomes deposited in PubChem BioAssay by several laboratories.
EBNA-1 inhibitor – blocks EBNA-1 binding to DNA | EBNA-1 DNA binding, fluorescence polarization | inhibition, % at 14.8 µM | 300,000 compounds, 0.34% hits | AID 1950; in the data active means inhibition above about 28%
Yeast superoxide – lowers age-related superoxide in aged yeast cells | superoxide response (% of plate mean), % at 10 µM | 330,000 compounds, 0.18% hits | AID 2690 | S. cerevisiae aged cells, superoxide DHE fluorescence; hits give low values;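 active means superoxide response under a set limit, about three screen SD below normal, cut at about 65% in these data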;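 further: yeast aged for seven days with compound at 30 °C before DHE staining; 100% = average MFI of all compound-treated wells on the plate with controls excluded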
Efflux pump inh – blocks antifungal efflux pumps in multiplex yeast assay | S. cerevisiae Candida pump triplex, Nile Red efflux | inhibition, % at 10 µM | 330,000 compounds, 0.44% hits;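 active means plate passing quality check with inhibition over a set limit, or well fluorescence over plate mean plus 4 SD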;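 further: Nile Red retained in pooled yeast measured as flow cytometry median fluorescence; 0% = buffer negative control and 100% = Enniatin B positive control; higher means more Nile Red kept so more efflux inhibition; some compounds called inactive have numbers as strong as hits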
Fam108B counter – blocks mouse Fam108B hydrolase in RBBP9 counter-screen. recombinant Fam108B, FP-Rh probe fluorescence polarization. 300,000 compounds, 0.33% hits. AID 1947. inhibition, % at 9.51 µM;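 active means inhibition above the screen mean inhibition plus 3 SD, computed separately per campaign, cut at about 18% in these data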;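 further: inhibitors lower polarization as less probe binds the enzyme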
MEX-5 binding – C. elegans MEX-5 TCR-2 RNA binding activity; activity score (negative = inhibition of binding), % at 10 µM; AID 1832; MEX-5/FITC-TCR2 RNA binding, fluorescence polarization; hits give low values; 300,000 compounds, 0.38% hits; Q9XUB2;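 active means inhibition past about -25% in most replicates, and total fluorescence under double the plate's negative control median, limit read from the data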;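 further: 0% = DMSO and -100% = 5 µM competing unlabeled TCR2 RNA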
GLD-1 TGE inh – GLD-1-TGE RNA interaction inhibition (C. elegans); Q17339; purified GLD-1 + fluorescein TGE RNA, fluorescence polarization; inhibition, % at 5.96 µM; 320,000 compounds, 0.44% hits; AID 2280;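 active means percent inhibition above a per-plate cutoff, the plate mean of test compounds plus 3 SD, cut at about 30% in these data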;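 further: 0% = DMSO wells with GLD-1 and probe and 100% = wells lacking GLD-1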
MCL1 BIM primary – inhibitors of human MCL1 binding to BIM-BH3 peptide; Q07820; GST-MCL1 / FITC-Bim-BH3 fluorescence polarization; inhibition, % at 10.9 µM; 320,000 compounds, 0.68% hits;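 active means inhibition above the mean inhibition of all tested compounds plus 3 SD, set per campaign, cut at about 40% in these data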;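 further: 0% = DMSO wells and 100% = unlabeled Bim-BH3 peptide control; higher means more loss of mP so more displacement of Bim peptide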
Target sequence (Q07820 whole entry, looked up): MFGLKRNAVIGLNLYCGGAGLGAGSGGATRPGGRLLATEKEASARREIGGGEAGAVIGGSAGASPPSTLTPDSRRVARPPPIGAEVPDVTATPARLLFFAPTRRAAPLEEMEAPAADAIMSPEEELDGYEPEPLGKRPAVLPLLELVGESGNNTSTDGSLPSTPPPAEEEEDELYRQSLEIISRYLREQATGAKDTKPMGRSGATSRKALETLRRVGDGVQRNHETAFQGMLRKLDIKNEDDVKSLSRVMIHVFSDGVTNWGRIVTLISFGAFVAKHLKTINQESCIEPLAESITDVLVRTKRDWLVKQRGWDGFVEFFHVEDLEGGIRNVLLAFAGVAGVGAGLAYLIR
Bcl-xL primary – Bcl-xL (human) inhibition; Q07817; GST-Bcl-xL / FITC-Bim BH3 peptide fluorescence polarization; inhibition, % at 10.9 µM; 320,000 compounds, 0.7% hits;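 active means inhibition above the mean of all tested compounds plus 3 SD, cutoff set per campaign, cut at about 30% in these data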;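 further: 0% = DMSO wells and 100% = unlabeled Bim-BH3 peptide competitor; inhibitors lower millipolarization by displacing the labeled peptide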
Target sequence (Q07817 whole entry, looked up): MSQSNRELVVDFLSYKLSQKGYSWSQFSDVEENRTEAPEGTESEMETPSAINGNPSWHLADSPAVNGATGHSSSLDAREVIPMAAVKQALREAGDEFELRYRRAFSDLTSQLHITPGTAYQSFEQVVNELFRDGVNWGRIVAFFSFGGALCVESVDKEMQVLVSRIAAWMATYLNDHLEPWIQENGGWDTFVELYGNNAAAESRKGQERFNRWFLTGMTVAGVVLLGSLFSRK
ZTA counter – ZTA (EBV) inhibition in EBNA-1 counter-screen. 320,000 compounds, 0.15% hits. P03206. inhibition, % at 11 µM. AID 2234. ZTA-DNA binding, fluorescence polarization; in the data active means inhibition above about 33%
Target sequence (P03206 whole entry, looked up): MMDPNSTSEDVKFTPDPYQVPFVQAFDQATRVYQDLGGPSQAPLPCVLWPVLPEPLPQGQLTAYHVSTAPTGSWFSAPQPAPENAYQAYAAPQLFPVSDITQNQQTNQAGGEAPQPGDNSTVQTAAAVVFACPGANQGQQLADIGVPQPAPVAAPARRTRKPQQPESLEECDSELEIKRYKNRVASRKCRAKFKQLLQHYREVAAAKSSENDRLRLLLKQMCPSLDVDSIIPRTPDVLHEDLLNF
* = called active by the depositor; nt = no result given. This is a random part of the collection. About 2.3% of those tested had a hit in this group.

SMILES	EBNA-1 inhibitor	Yeast superoxide	Efflux pump inh	Fam108B counter	MEX-5 binding	GLD-1 TGE inh	MCL1 BIM primary	Bcl-xL primary	ZTA counter
O=C(Nc1cccc(Cl)c1)c1ccc(F)c(S(=O)(=O)NCc2cccs2)c1	-3	114	-0.2	-6	-0.2	6	14	6	8
Cc1ccccc1NC(=S)N/N=C1\CC(C)(C)Oc2ccc(O)cc21	3	101	0.0	-4	1.9	4	8	82*	9
O=C(COC(=O)c1cc(-c2cccc(Br)c2)nc2ccccc12)NCC1CCCO1 (stereo not given)	1	125	-0.1	-14	-1.1	-6	-5	1	-5
O=C(NN=C(Cc1ccccc1)Cc1ccccc1)c1ccccc1O	3	107	-0.1	2	-2.4	-1	11	8	20
CCCCc1ncc(CN2CCC(n3nccc3NC(=O)c3ccccc3Cl)CC2)[nH]1	-6	87	0.0	1	1.5	-4	4	0	4
CC(=O)N1CCN(S(=O)(=O)c2cccc(C(=O)Nc3nc4c(s3)CCCC4)c2)CC1	5	87	-0.1	7	-1.8	2	4	4	11
O=C(C[n+]1ccccc1)c1ccc(Cl)cc1	-7	85	-0.1	-14	0.1	-3	-17	-11	-13
O=C(NC1CCN(C(=S)Nc2ccc(Cl)cc2)CC1)C1CCCCC1	-3	122	-0.1	6	1.0	7	3	-1	2
OCC[C@H]1C[C@H](O)[C@@H](O)[C@]2(Cc3ccccc3O2)O1	13	108	0.0	1	nt	-5	8	6	-9
Cc1ccc2nc(NC(=O)c3ccc(Br)o3)sc2c1	-9	108	0.2	-1	-2.9	0	1	1	-3
Cc1cc(Nc2cccc([N+](=O)[O-])c2)n2c(nc3ccccc32)c1C#N	-4	124	0.0	7	0.0	5	3	5	9
N#CCCCSC1=C(C#N)C(c2ccccc2Cl)CC(=O)N1 (stereo not given)	6	99	0.1	2	-3.0	11	0	1	-1
Cc1onc(-c2ccccc2Cl)c1C(=O)Nc1nnc(-c2ccc(F)cc2)s1	-6	125	0.0	-4	0.1	-1	1	5	6
COc1ccc(Oc2coc3cc(OC(=O)/C=C/c4ccc(F)cc4)ccc3c2=O)cc1	9	93	-0.3	-2	0.9	4	1	6	-1
CCN(CC)S(=O)(=O)c1cccc(-c2nnc(SCC(=O)NC3CCCC3)n2N)c1	6	101	-0.1	0	0.3	1	1	0	-2
CC(=O)c1ccc(NC(=O)CSc2n[nH]c(-c3cccnc3)n2)cc1	5	104	-0.1	0	-3.5	2	1	2	-2
COc1ccc(-c2noc(CCC(=O)NC3CCCC3)n2)cc1	14	102	0.0	-2	1.0	4	3	2	14
COc1cc(NC(=O)c2cccc(Cl)c2)c(OC)cc1NC(=O)CN1CCOCC1	-8	114	0.2	-3	0.4	10	5	4	-15
COc1ccccc1NC(=O)/C(=C\c1cccnc1)NC(=O)c1ccccc1	-1	107	0.1	-2	-2.0	-6	-1	4	-7
Cc1ccc(C)c(N2CCN(C(=O)Cc3ccc(-n4c(=O)[nH]c5ccsc5c4=O)cc3)CC2)c1	3	80	-0.2	7	1.9	3	0	4	-3

Copied from the list:
CCCCc1ncc(CN2CCC(n3nccc3NC(=O)c3ccccc3Cl)CC2)[nH]1 @ MEX-5 binding = 1.5
COc1cc(NC(=O)c2cccc(Cl)c2)c(OC)cc1NC(=O)CN1CCOCC1 @ Bcl-xL primary = 4

Further entries
SMILES	EBNA-1 inhibitor	Yeast superoxide	Efflux pump inh	Fam108B counter	MEX-5 binding	GLD-1 TGE inh	MCL1 BIM primary	Bcl-xL primary	ZTA counter
O=C(O)c1sc2cccc(Cl)c2c1Cl	-6	147	-0.4	0	1.8	1	nt	5	-6
CCCCC(=O)Nc1cccc(NC(=S)NC(=O)Cc2ccccc2)c1	0	94	0.0	-5	-1.4	0	12	6	4
CNC(=O)NC(=O)C(NC1CCCc2ccccc21)c1ccccc1 (stereo not given)	-15	70	-0.2	1	-3.2	4	-5	-1	1
O=[N+]([O-])c1ccc(-c2nc(-c3ccncc3)no2)cc1	5	77	0.0	-2	-0.3	-2	4	4	-1
COc1ccc(OC)c(C(=O)c2ccc(C(=O)Nc3ccccc3)cc2)c1	1	97	0.0	0	-2.2	4	3	-3	-20
COc1cc(/C=N/NC(=O)c2ccc3nc[nH]c3c2)ccc1O	-4	101	0.0	-3	nt	-1	2	-2	-6
O=C(c1cc(F)c(F)cc1Cl)N1CCN(c2ncccn2)CC1	-7	108	-0.1	2	1.5	-2	16	9	-25
Cc1ccc2c(c1)C1(OCCCO1)C(=O)N2	-7	107	0.0	1	-1.8	6	10	6	10
CCOc1ccc(NC(=O)c2cccc(-n3cnnn3)c2)cc1	-9	69	0.2	-4	0.9	-2	9	6	1
CCOC(=O)C1CCN(CC(=O)N2C(C)CCCC2C)CC1 (stereo not given)	-1	76	-0.3	-4	0.2	4	-4	-1	4
CCOC(=O)N1CCC(N2C(=O)c3ccccc3C2Nc2ccc(S(=O)(=O)N3CCCCC3)cc2)CC1 (stereo not given)	-15	110	0.1	-1	3.3	4	8	6	-11
COc1cc(/C=N/NC(=O)c2ccc3nc[nH]c3c2)cc(OC)c1OC	-7	113	0.1	-4	-2.7	5	1	0	-4
O=C(NCC1CCCO1)C1CCN(C(=O)c2ccc(Br)cc2)CC1 (stereo not given)	-2	103	-0.1	2	-2.4	10	8	4	-7
CCc1ccc(NC(=O)C2CCCN(S(=O)(=O)c3ccc4c(c3)CCCN4C(C)=O)C2)cc1 (stereo not given)	-9	113	-0.2	-7	0.4	8	-6	0	1
COC(=O)C1CCN(S(=O)(=O)c2cn(C)c(=O)n(C)c2=O)CC1	-6	106	0.1	2	-0.5	2	0	1	-6
Cc1ccc(NC(=O)CSc2nccn2Cc2ccco2)c(C)c1	-8	102	0.2	4	-0.3	9	0	4	-5
O=C(CSc1nnc(-c2cccnc2)n1C1CCCCC1)NC1CCCCC1	-3	112	0.1	-5	-0.9	-1	3	1	-9
CC1=NN(C(=O)c2ccccc2F)C(O)(c2ccc(Cl)cc2)C1 (stereo not given)	4	97	-0.1	1	-1.0	6	2	1	0
CCCCC(=O)NC(Nc1cc(C)ccn1)(C(=O)OCC)C(F)(F)F (stereo not given)	-2	105	0.1	-3	-0.8	1	-4	-1	-1
COc1cc(C(=O)N2CCN(CCCc3ccccc3)CC2)cc(OC)c1OC	5	106	-0.1	-1	-2.5	1	3	2	2

Results in Bcl-xL primary, GLD-1 TGE inh and Yeast superoxide, for 2 of the compounds above:
canonical_smiles	Bcl-xL primary	GLD-1 TGE inh	Yeast superoxide
COc1cc(/C=N/NC(=O)c2ccc3nc[nH]c3c2)ccc1O	-2	-1	101
O=C(c1cc(F)c(F)cc1Cl)N1CCN(c2ncccn2)CC1	9	-2	108

Carrying on:
SMILES	EBNA-1 inhibitor	Yeast superoxide	Efflux pump inh	Fam108B counter	MEX-5 binding	GLD-1 TGE inh	MCL1 BIM primary	Bcl-xL primary	ZTA counter
O=C(C1=C[C@@H](c2coc3ccccc3c2=O)C[C@@H](OCCCCO)O1)N1CCN(Cc2ccc3c(c2)OCO3)CC1	1	90	0.0	2	2.4	6	7	3	-13
COC(=O)c1cc(NC(=O)c2ccc(OC)cc2)c(=O)oc1C	6	99	0.0	5	8.7	-3	3	0	-2
COc1cccc(C(=O)Nc2ccc(NC(=O)c3ccco3)c(Cl)c2)c1	-27	103	0.0	-16	-3.2	-7	6	1	-7
O=S(=O)(Nc1ccccc1)c1ccc(S(=O)(=O)N2CCCC2)cc1	nt	95	0.1	nt	nt	1	2	5	10
Cc1[nH]n(-c2ccccc2)c(=O)c1C=NCc1ccco1	4	109	0.0	1	17	7	5	4	15
COCCCNC(=O)COc1ccc(S(=O)(=O)Nc2ccccc2)cc1	1	106	-0.1	-2	-1.0	-4	-6	-2	-12
CCOc1ccc(N2C(=O)S/C(=C\c3ccc(O)c(OCC)c3)C2=O)cc1	9	96	-0.1	-3	0.1	-52	-4	-2	10
COC(=O)C(C)NC(=O)C12CC3CC(CC(C3)C1)C2 (stereo not given)	-9	87	-0.1	-3	3.0	-2	4	1	11
Cc1ccccc1NC(=O)c1ccc(CN2CCC(Cc3ccccc3)CC2)cc1	-3	93	0.3	-4	-0.5	-4	6	6	-1
COc1ccc(NC(=O)CN(C)C(=O)CCCc2c[nH]c3ccccc23)cc1	-10	100	-0.3	0	1.6	8	-2	0	-22
O=C(c1cc(Cl)cc(Cl)c1)N1CCOCC1	-6	79	0.0	1	0.5	-2	2	1	5
NC(=S)N/N=C/c1ccccc1OC(=O)/C=C/c1ccccc1	2	95	-0.1	3	-1.6	4	5	-1	0
COCCN(C(=O)COC(=O)c1ccc(Cl)s1)c1c(N)n(Cc2ccccc2)c(=O)[nH]c1=O	-4	96	0.0	-3	1.4	0	-5	-6	-4
Cc1cc(NC(=O)C2CC(=O)N(c3ccccc3)C2)no1 (stereo not given)	8	102	-0.2	1	nt	8	13	9	-14
O=C(Nc1ccccc1SCC1CSc2nc3ccccc3c(=O)n21)c1ccccc1 (stereo not given)	6	90	0.0	-1	2.7	-1	1	0	-7
COc1ccc(OC)c(C(C)NC(=O)c2ccco2)c1 (stereo not given)	13	110	0.1	4	-2.5	0	4	2	7
Cc1nn(-c2ccccc2)c(C)c1C(=O)OCC(=O)Nc1ccccc1	nt	77	-0.1	nt	nt	-2	-4	0	4
COc1ccccc1N=C1SC(C(=O)Nc2cccc(Cl)c2Cl)C(N)=C1C(N)=O (stereo not given)	-7	114	0.2	3	-1.7	-1	6	-2	0
CNC(=O)c1ccccc1Sc1cccc2cccc(C(=O)O)c12	6	106	0.0	0	-1.4	-1	-2	2	4
CC(C)NS(=O)(=O)c1ccc(CCC(=O)NCc2ccco2)cc1	5	99	-0.1	-4	-1.2	-1	9	4	-12

Full records from above. Order of screens: EBNA-1 inhibitor	Yeast superoxide	Efflux pump inh	Fam108B counter	MEX-5 binding	GLD-1 TGE inh	MCL1 BIM primary	Bcl-xL primary	ZTA counter
N#CCCCSC1=C(C#N)C(c2ccccc2Cl)CC(=O)N1 (stereo not given) reads 6	99	0.1	2	-3.0	11	0	1	-1
Cc1cc(NC(=O)C2CC(=O)N(c3ccccc3)C2)no1 (stereo not given) reads 8	102	-0.2	1	nt	8	13	9	-14
COC(=O)C(C)NC(=O)C12CC3CC(CC(C3)C1)C2 (stereo not given) reads -9	87	-0.1	-3	3.0	-2	4	1	11

Next compounds:
SMILES	EBNA-1 inhibitor	Yeast superoxide	Efflux pump inh	Fam108B counter	MEX-5 binding	GLD-1 TGE inh	MCL1 BIM primary	Bcl-xL primary	ZTA counter
O=c1[nH]c2ccc(Cl)cc2c(-c2ccccc2)c1SC(=S)N1CCOCC1	9	109	-0.4	-3	-0.7	4	5	10	-5
Cc1nnc(SC(C)C(=O)NC2CCCCC2C)s1 (stereo not given)	3	106	-0.1	0	-0.1	2	1	6	-23
COc1cccc(-c2cc(C(=O)NCc3ccco3)c3ccccc3n2)c1	1	93	0.1	1	0.4	1	13	4	2
COc1ccc(CCn2c(NCCCN3CCOCC3)nc3c2c(=O)[nH]c(=O)n3C)cc1	5	82	0.0	3	-1.8	-1	4	3	0
